Source: PubChem
SIRT5 inh = blocks human SIRT5 desuccinylation of peptide; Q9NXA8; Purified SirT5, succinyl-peptide AMC, trypsin-coupled fluorescence; inhibition, % at 15 µM; 1.1% of 330,000 active; AID 652115; in the data active = inhibition above about 15%; inconclusive = no clear call, values can overlap the other calls
Target sequence (Q9NXA8 whole entry, looked up): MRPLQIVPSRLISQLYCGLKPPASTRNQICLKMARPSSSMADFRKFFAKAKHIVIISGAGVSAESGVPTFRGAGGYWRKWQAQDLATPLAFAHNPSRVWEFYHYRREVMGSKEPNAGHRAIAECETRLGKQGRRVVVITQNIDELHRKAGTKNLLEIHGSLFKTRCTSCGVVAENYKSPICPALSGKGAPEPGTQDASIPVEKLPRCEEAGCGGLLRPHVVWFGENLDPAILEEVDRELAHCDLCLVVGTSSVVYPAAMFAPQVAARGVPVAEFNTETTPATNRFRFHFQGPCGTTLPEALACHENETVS
PglD DTNB = inhibitors of Campylobacter jejuni PglD acetyltransferase; purified PglD enzyme, DTNB colorimetric CoA detection; inhibition, % at 12.5 µM; 0.098% of 360,000 active; AID 602405; in the data active = inhibition above about 16%, passing the limit was not always enough; inconclusive = no clear call, values can overlap the other calls; note: strong numbers were not always called active
DENV2 CPE = protects cells from dengue virus 2 cytopathic effect; 1.7% of 350,000 active; DENV2-infected cells, cytopathic effect rescue, plate reader; CPE inhibition, % at 9.99 µM; in the data active = CPE inhibition above about 20%, passing the limit was not always enough; inconclusive = no clear call, values can overlap the other calls; tested in BHK-21 cells;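 note: 0% = median of neutral control wells and 100% = median of positive control wells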
ERp5 inh = ERp5 (human) disulfide isomerase inhibition | Q15084 | ERp5 insulin aggregation, absorbance 650 nm, 90 min | inhibition, % at 9.99 µM | 0.05% of 350,000 active | AID 651711;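 active = mean replicate inhibition above about 25%, with every replicate also reaching it, limit read from the data, passing the limit was not always enough; inconclusive = only one of those two criteria met; inactive = neither criterion met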
Target sequence (Q15084 whole entry, looked up): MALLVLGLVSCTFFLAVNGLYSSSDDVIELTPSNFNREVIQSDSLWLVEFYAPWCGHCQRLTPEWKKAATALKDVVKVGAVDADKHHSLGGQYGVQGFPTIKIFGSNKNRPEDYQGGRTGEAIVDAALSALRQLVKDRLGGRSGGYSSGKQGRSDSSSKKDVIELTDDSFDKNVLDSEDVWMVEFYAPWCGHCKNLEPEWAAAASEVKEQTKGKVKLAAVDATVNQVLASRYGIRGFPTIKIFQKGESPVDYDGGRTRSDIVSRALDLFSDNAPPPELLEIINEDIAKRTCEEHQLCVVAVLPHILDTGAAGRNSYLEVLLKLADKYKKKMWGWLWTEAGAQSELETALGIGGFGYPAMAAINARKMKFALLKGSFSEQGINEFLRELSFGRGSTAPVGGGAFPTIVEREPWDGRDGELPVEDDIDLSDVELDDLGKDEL
C2C12 statin = suppressors of simvastatin-induced myotoxicity in C2C12 myotubes | ATP luminescence, 48 h; scaled: DMSO 0, geranylgeraniol control 100 | rescue of ATP level, % at 7.49 µM | 0.78% of 330,000 active;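 active = mean ATP rescue above about 67%, or every replicate alone reaching that limit, limit read from the data, passing the limit was not always enough; inconclusive = no clear call, values can overlap the other calls; inactive = mean under the limit and some replicate under it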;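 note: myotubes were challenged with 10 µM simvastatin during compound exposure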
S100A4 MyoIIA = blocks human S100A4 binding to myosin IIA peptide; P26447; S100A4/TAMRA-MyoIIA peptide fluorescence polarization; inhibition, % at 10.7 µM; 0.14% of 360,000 active;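 active = mean inhibition of at least 70% across replicates, with every replicate also reaching that level; inconclusive = mean inhibition reaches 70% but some replicates fall short; inactive = mean inhibition below 70%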
Target sequence (P26447 whole entry, looked up): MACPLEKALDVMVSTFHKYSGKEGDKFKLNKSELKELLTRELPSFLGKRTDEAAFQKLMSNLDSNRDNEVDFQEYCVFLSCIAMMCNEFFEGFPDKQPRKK
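Test system – S100A4 monomer (human) · Compound – single-point compound testing · Schedule – 5 min incubation before reading · Probe or stimulus – TAMRA-labelled myosin IIA heavy-chain peptide probe, 5 nM · Benchmarks – neutral control DMSO, positive control TFP · Medium – Calcium-containing HEPES buffer, pH 7.2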
E-selectin induc = E-selectin induction on HUVECs; 0.37% of 260,000 active; AID 686992; P16581; activation, % at 7.58 µM; HUVEC E-selectin immunofluorescence imaging; normalized: neutral wells 0, TNF-alpha wells 100;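 active = mean E-selectin-positive cell signal at least 10% of the positive control, reached in at least 60% of replicates, without over 20% cell loss; inconclusive = no rule given, readout overlaps actives, possibly toxicity-flagged; inactive = the rest, including those meeting only one limit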;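 note: in these data hits start at about 27%; measured in HUVEC primary endothelial cells; signal is the percent of cells scored E-selectin positive by PE staining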
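Test system: HUVEC; input: 3,000 HUVEC/well; measured by: immunofluorescence imaging; read-out: % PE-positive cells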
* marks the source's active call; other numbers are inactive results; ? = inconclusive; . = not tested or not shown; & = joins results of further samples. Only part of the results is shown, so the mix of outcomes need not match the whole.

The first 19 records (preview)
SMILES	SIRT5 inh	PglD DTNB	DENV2 CPE	ERp5 inh	C2C12 statin	S100A4 MyoIIA	E-selectin induc
O=C(NCCN1CCC2(CC1)C(=O)NCN2c1ccccc1)c1ccc(F)cc1F	.	.	-11	5	.	-7	0.1
C/C=C/c1ccc([C@@H]2[C@@H](CO)N3CCCCN(C(=O)Cc4ccncc4)C[C@H]23)cc1	1	-4	?	-1	19	5	0.0
O=C(c1c[nH]c2ccc(S(=O)(=O)N3CCOCC3)cc2c1=O)N1CCC2(CC1)OCCO2	-5	1	6	1	7	-4	2.3
C/C=C/CC1(CC)C(=O)NC(=S)NC1=O	7	5	4	0	9	2	0.1
COC(=O)[C@H]1[C@H](CO)[C@H]2Cn3c(ccc(-c4ccccc4F)c3=O)[C@@H]1N2	-6	-2	-1	5	-30	-9	-0.3
OC(CNCCc1c[nH]c2ccccc12)C(F)(F)F (stereo not given)	-7	0	-4	-2	6	-1	.
O=C(c1cc(S(=O)(=O)N2CCCCC2)ccc1F)N1CCC2(CC1)OCCO2	1	-7	-7	2	3	1	.
CCOC(=O)CNC(=O)N1Cc2cc(N3CCCCC3)ccc2-n2nncc2C1	2	3	-2	6	-24	-46	0.1
CNC(=O)Oc1ccc(-c2cn3cc(C)ccc3n2)cc1	-3	.	.	-1	.	-4	.
CN(C)CCN=Cc1c(O)n(Cc2ccc3c(c2)OCO3)c(=S)[nH]c1=O	1	2	8	-1	1	3	0.7
Cc1ccc(NP(=O)(Nc2ccc(C)cc2)Oc2ccccc2)cc1	1	-1	5	5	15	-4	2.3
Cc1[nH]c2ccccc2c1C1=CCNCC1	-3	2	-4	-11	2	-4	.
Cc1[nH]c2ccccc2c1CN1CCCCC1	-4	.	-5	-4	.	6	-0.1
COP(=O)(OC)C(NC(C)=O)C(Cl)(Cl)Cl (stereo not given)	0	.	-10	-6	.	-1	.
COc1ccccc1CC1/C(=N/O)C2CCN1CC2 (stereo not given)	-3	-2	-4	-1	12	0	.
O=C(Cc1ccc(Cl)c(Cl)c1)NCC1(N2CCOCC2)CCCCC1	-2	.	4	-1	.	0	.
CC(C)OP(=O)(OC(C)C)C(O)c1cccnc1 (stereo not given)	.	0	.	.	17	.	1.1
CCc1c(C)nc(N)nc1N1N=C1SCC(=O)OC	-8	.	-11	3	.	-5	-0.1
C#C[C@@]1(O)CCC2C3CCC4=C/C(=N/OCC(=O)NC(CCC(N)=O)C(=O)O)CC[C@]4(C)C3CC[C@@]21C (stereo not given in full)	-2	0	1	1	2	-4	0.1

Main list, from the first entry:
SMILES	SIRT5 inh	PglD DTNB	DENV2 CPE	ERp5 inh	C2C12 statin	S100A4 MyoIIA	E-selectin induc
O=C(NCCN1CCC2(CC1)C(=O)NCN2c1ccccc1)c1ccc(F)cc1F	.	.	-11	5	.	-7	0.1
C/C=C/c1ccc([C@@H]2[C@@H](CO)N3CCCCN(C(=O)Cc4ccncc4)C[C@H]23)cc1	1	-4	?	-1	19	5	0.0
O=C(c1c[nH]c2ccc(S(=O)(=O)N3CCOCC3)cc2c1=O)N1CCC2(CC1)OCCO2	-5	1	6	1	7	-4	2.3
C/C=C/CC1(CC)C(=O)NC(=S)NC1=O	7	5	4	0	9	2	0.1
COC(=O)[C@H]1[C@H](CO)[C@H]2Cn3c(ccc(-c4ccccc4F)c3=O)[C@@H]1N2	-6	-2	-1	5	-30	-9	-0.3
OC(CNCCc1c[nH]c2ccccc12)C(F)(F)F (stereo not given)	-7	0	-4	-2	6	-1	.
O=C(c1cc(S(=O)(=O)N2CCCCC2)ccc1F)N1CCC2(CC1)OCCO2	1	-7	-7	2	3	1	.
CCOC(=O)CNC(=O)N1Cc2cc(N3CCCCC3)ccc2-n2nncc2C1	2	3	-2	6	-24	-46	0.1
CNC(=O)Oc1ccc(-c2cn3cc(C)ccc3n2)cc1	-3	.	.	-1	.	-4	.
CN(C)CCN=Cc1c(O)n(Cc2ccc3c(c2)OCO3)c(=S)[nH]c1=O	1	2	8	-1	1	3	0.7
Cc1ccc(NP(=O)(Nc2ccc(C)cc2)Oc2ccccc2)cc1	1	-1	5	5	15	-4	2.3
Cc1[nH]c2ccccc2c1C1=CCNCC1	-3	2	-4	-11	2	-4	.
Cc1[nH]c2ccccc2c1CN1CCCCC1	-4	.	-5	-4	.	6	-0.1
COP(=O)(OC)C(NC(C)=O)C(Cl)(Cl)Cl (stereo not given)	0	.	-10	-6	.	-1	.
COc1ccccc1CC1/C(=N/O)C2CCN1CC2 (stereo not given)	-3	-2	-4	-1	12	0	.
O=C(Cc1ccc(Cl)c(Cl)c1)NCC1(N2CCOCC2)CCCCC1	-2	.	4	-1	.	0	.
CC(C)OP(=O)(OC(C)C)C(O)c1cccnc1 (stereo not given)	.	0	.	.	17	.	1.1
CCc1c(C)nc(N)nc1N1N=C1SCC(=O)OC	-8	.	-11	3	.	-5	-0.1
C#C[C@@]1(O)CCC2C3CCC4=C/C(=N/OCC(=O)NC(CCC(N)=O)C(=O)O)CC[C@]4(C)C3CC[C@@]21C (stereo not given in full)	-2	0	1	1	2	-4	0.1
CCC(=O)N1CC(=O)Nc2ccc(Br)cc2C1c1ccccc1 (stereo not given)	-3	-4	-8	-3	1	-14	.
NC(N)=N/N=C/c1cn(-c2ccccc2)nc1-c1cccs1	0	.	-2	8	.	-5	-2.0
CCOC(=O)c1ccc2[nH]c(-c3ccc(S(=O)(=O)F)cc3)cc(=O)c2c1	-2	8	-4	1	-1	0	.
Cc1c(C)c2ccc(OCC(=O)N3CCN(Cc4ccccc4)CC3)cc2oc1=O	1	-3	2	-3	0	1	0.2
CN1OCC2Cn3c(nc4ccccc43)C21 (stereo not given)	-6	-2	-10	-6	6	0	0.1
Cc1cccc(C)c1-n1nnnc1C(c1cccs1)N1CCC2(CC1)C(=O)NCN2c1ccccc1 (stereo not given)	-4	7	-7	-10	-33	2	-1.5
CC(Cl)(Cl)/C(=N/P(=S)(N1CCOCC1)N1CCOCC1)N1CCOCC1	.	-6	1	-2	-14	4	0.2
CSc1nnc([C@@H](N)Cc2c[nH]c3ccccc23)o1	-4	-4	.	4	11	-3	1.5
COC(=O)[C@@H]1N=C(c2ccc(OC)cc2)O[C@]12C(=O)N(Cc1ccc(OC)cc1)c1ccccc12	-2	.	6	-1	.	13	3.6
CC(C)(C)n1nnnc1C(C1CC1)N1CCC(n2c(=O)[nH]c3ccccc32)CC1 (stereo not given)	0	4	-3	-1	6	2	.
O=c1[nH]c2ccccc2n1C1CCN(C(c2ccccc2)c2nnnn2-c2ccc3c(c2)OCCO3)CC1 (stereo not given)	-1	2	1	1	1	-7	0.9
Cn1c(=O)n(C)c2cc([N+](=O)[O-])c(N3CCNCC3)cc21	1	5	-1	-2	-13	9	3.2
CCCC[n+]1cc(=N)o[n-]1	-4	.	1	6	.	1	-0.1
CC(C)[C@@]1(NC(=O)[C@@H]2C[C@@H]3c4cccc5[nH]cc(c45)C[C@H]3N(C)C2)O[C@@]2(O)[C@@H]3CCCN3C(=O)[C@H](Cc3ccccc3)N2C1=O	-6	-2	17	5	-16	-5&-1	-0.2
NC1=C([N+](=O)[O-])C(c2ccc3c(c2)OCO3)c2c(c3ccccc3oc2=O)O1 (stereo not given)	0	.	-2	-5	.	-13	.
COC(=O)C1=C(c2ccc(OC(F)(F)F)cc2)C[C@@H]2CC[C@H]1N2C(=O)NCC1CC1	.	1	-8	-3	12	-2	0.0
CCOC(=O)C(=O)NC1CCSC1=O (stereo not given)	-4	-3	-1	-1	17	-1	.
NS(=O)(=O)c1ccc(N=Cc2c(O)n(-c3ccccc3)c(=O)[nH]c2=O)cc1	0	.	-1	4	.	-6	.
CNC(C)Cc1ccccc1 (stereo not given)	.	-2	-10	1	-11	2	.
O=P(Oc1ccc(-c2ccccc2)cc1)(N1CC1)N1CC1	.	-3	-1	-1	13	-3	-0.2
CC1c2ccccc2-n2nncc2CN1C (stereo not given)	3	-1	1	5	6	2	-0.1
N#Cc1c(Br)n(C2OC(CO)C(O)C2O)c2ncnc(N)c12 (stereo not given)	-8	.	2	-5	.	-3	0.2
COc1cc2c(cc1OC)[C@H]1C(=O)c3ccc4c(c3O[C@H]1CO2)C[C@@H](C(C)(C)O)O4	0	3	-13	1	-13	-3	-0.2
Cc1cc(C=O)c(C)n1C(C)C	-1	.	-2	?	.	-2	.
COc1ccc(S(=O)(=O)N2Cc3ccccc3-n3nncc3C2)cc1	-3	1	5	1	-6	11	3.7
Fc1ccc(C2N3CCCN23)cc1 (stereo not given)	-1	6	14	-2	2	2	0.2
Oc1ccccc1-[n+]1c(-c2ccccc2)cc(-c2ccccc2)cc1-c1ccccc1	.	2	.	5	-176	-7	0.1
O=C(Nc1ccccc1)c1c(O)[nH]c(=O)[nH]c1=O	1	8	3	5	1	-2	1.1
C[C@]12CCC3C(CC[C@H]4C[C@@H](O)CC[C@]34C)C1C[C@@H](O)[C@]2(C)O (stereo not given in full)	-2	-3	-1	0	1	2	0.0
O=C(O)[C@H]1[C@H](CO)[C@H]2Cn3c(ccc(-c4cccnc4)c3=O)[C@@H]1N2S(=O)(=O)c1ccccc1F	-6	-1	-10	3	20	58	0.5
CCC(C)C1NC(=O)C(C(C)=O)=C1O (stereo not given)	-6	1	0	-5	1	7	.
(listing goes on)
SMILES	SIRT5 inh	PglD DTNB	DENV2 CPE	ERp5 inh	C2C12 statin	S100A4 MyoIIA	E-selectin induc
N#CC12CNCC1CN=N2 (stereo not given)	0	-6	2	-3	11	-5	0.3
COc1cc2c(cc1OC)C(C)NCC2 (stereo not given)	1	-2	?	0	1	-1	0.1
N#CCCn1cc(C(=O)NCc2ccccc2)c(-c2ccc3c(c2)OCCO3)n1	0	-3	4	5	-5	-4	2.3
CCN(CC)S(=O)(=O)c1cccc(N=Nc2c(O)n(CC)c(=S)n(CC)c2=O)c1	-3	-9	-4	4	13	15	0.2
O=P1(Oc2ccccc2)CC=C[C@H](COCc2ccccc2)O1 (stereo not given in full)	.	0	-3	4	1	10	0.2
C[C@H](NC(=O)N1C[C@H]2C[C@@H](C1)c1cccc(=O)n1C2)C(=O)Nc1cccc(F)c1	.	4	?	-2	7	0	.
C[C@]12CCC3C(CC[C@H]4C[C@H](OC(=O)c5cccnc5)CC[C@]34C)C1CCC2=O (stereo not given in full)	4	.	6	1	.	-2	-0.2
OC[C@H]1[C@H]2c3ccccc3NC[C@H]2N1Cc1cccnc1	1	-2	-4	5	6	-4	0.3
CC(Cc1ccccc1)NCc1ccccc1O (stereo not given)	-5	1	18	2	2	-4	3.2
